LmPK inh: LmPK (Leishmania mexicana) enzyme inhibition | purified LmPK, Kinase-Glo ATP luminescence, 1 h | Potency, µM (highest dose often 57.5 µM), inactives show top-dose activity change, negative = inhibition, usual class: inhibitors | 290,000 compounds, 0.37% hits | AID 1721
Target sequence (Q27686 whole entry, looked up): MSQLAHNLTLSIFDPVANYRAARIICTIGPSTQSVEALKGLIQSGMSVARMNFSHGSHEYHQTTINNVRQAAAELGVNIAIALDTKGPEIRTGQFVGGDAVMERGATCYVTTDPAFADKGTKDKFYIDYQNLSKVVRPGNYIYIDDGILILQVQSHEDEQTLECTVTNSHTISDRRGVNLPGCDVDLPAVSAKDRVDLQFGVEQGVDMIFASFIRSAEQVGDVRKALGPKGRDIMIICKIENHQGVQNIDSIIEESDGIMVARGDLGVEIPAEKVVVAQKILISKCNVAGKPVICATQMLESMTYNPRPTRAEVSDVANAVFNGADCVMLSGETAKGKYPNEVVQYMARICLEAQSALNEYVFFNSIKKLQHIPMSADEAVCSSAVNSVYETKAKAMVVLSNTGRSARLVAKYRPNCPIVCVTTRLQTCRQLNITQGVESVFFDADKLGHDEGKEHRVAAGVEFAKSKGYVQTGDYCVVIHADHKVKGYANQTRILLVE
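0.1 nM LmPK, 0.5 mM PEP, 0.1 mM ADP; 50 mM imidazole pH 7.2, 7 mM MgCl2, 50 mM KCl; 1 h RT. Kinase-Glo luminescence readout, normalized to no-enzyme (full inhibition) and uninhibited wells.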
Tb PYK inh: T. brucei pyruvate kinase inhibition; 410,000 compounds, 0.12% hits; Potency, µM (highest dose often 76.8 µM), without a hit: at the top dose activity, negative = inhibition, hits mostly inhibitors; AID 624173; Q57TT1; TbPYK enzyme, Kinase-Glo Plus ATP luminescence, 45 min; further: nearly all actives have a fitted effect of over 50% in size
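T. brucei PYK with substrate was exposed to pin-transferred compounds across a concentration series, then started with 130 uM ADP (final). After 45 min at room temperature, Kinase-Glo Plus luminescence was read, normalized and curve-fitted.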
HCV inh: inhibitors of hepatitis C virus infection; Huh7.5.1 HCVcc-Cre infection, luciferase reporter, 44 h; Potency, µM (titrated, usually from 41.8 µM), inactives show top-dose activity change, negative = inhibition, hits mostly inhibitors; 340,000 compounds, 3.4% hits
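Luciferase read-out (15 sec integration) after a 15 min room-temperature substrate step quantifies HCVcc-Cre infection. Cells, 1,000 per well, had compound added 4 h post-plating, then virus at ~0.5 moi, and were cultured 44 h.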
Pf growth 96h: P. falciparum growth inhibition at 96 hour, primary screen for plastid delayed-death inhibitors; P. falciparum luciferase reporter growth, 96 h; Potency, µM (top dose mostly 28.7 µM), without a hit: top-dose activity change, negative = inhibition, most hits filed as inhibitors; 320,000 compounds, 6.9% hits; AID 504834
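P. falciparum expressing integrated firefly luciferase grown in erythrocytes (2% hematocrit, 0.05% parasitemia final) with compounds for 96 hours at 37 C, 5% CO2. Growth inhibition read as loss of luminescence after adding luciferase detection reagent.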
Sm TGR inh: S. mansoni TGR enzyme inhibition; Q962Y6; purified TGR, DTNB reduction, TNB absorbance 405 nm; Potency, µM (series often up to 114 µM), for inactives: at the top dose activity change, negative = inhibition, hits mostly inhibitors; 360,000 compounds, 3% hits; further: nearly all actives have a fitted effect of over 60% in size
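TGR 20 nM + NADPH 100 uM (dispensed conc.), cpd preinc 15 min RT; start with NADPH (500 uM addition) then DTNB (15 mM addition). Kinetic TNB absorbance, 405 nm filter. Four-parameter Hill fit across titration.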
Pf growth 48h: inhibits P. falciparum growth in the first generation, 48 h | P. falciparum luciferase growth in erythrocytes, 48 h | Potency, µM (series often up to 28.7 µM), without a hit: at the highest dose activity change, negative = inhibition, actives largely listed as inhibitors | 310,000 compounds, 5.9% hits | AID 504832
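First compound was added to culture medium, then infected red cells at 0.1% parasitemia and 2% hematocrit (final). After incubation at 37 C under 5% CO2, luciferase detection reagent was dispensed and light output recorded.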
* = called active by the depositor; ? = inconclusive; . = not tested or not shown; & = joins results of further samples; [ ] = dose if it differs, or a comment. The call rests on the fitted dose curve; in most records, active means well fitted curve in the direction sought with a large enough effect; inconclusive means small, poorly fitted or top-dose-only effect, or another doubt; inactive means no such curve, though single readings can be large; an effect the other way counts as inactive or inconclusive. On the % scale 0 is the no-effect control and ±100 the full control effect; potency means the concentration at half of the fitted maximal effect.

Every second line gives: LmPK inh	Tb PYK inh	HCV inh	Pf growth 96h	Sm TGR inh	Pf growth 48h
1) CCS(=O)(=O)N1Cc2ccccc2CC1C(=O)N1CCN(c2cccc(C)c2C)CC1 (stereo not given)
 : 4%	0%	?	?	0%	?
2) COc1ccccc1N1CCN(C(CNC(=O)c2ccc3c(c2)OCO3)c2cccnc2)CC1 (stereo not given)
 : 0%	3%	11µM*	150%[activator]	-23%	?
3) CCn1c(SCC(=O)Nc2ccc(N3CCOCC3)cc2)nnc1-c1ccc(OC)cc1
 : 0%	-9%	-8%	-22%	-1%	.
4) CC(C)CN(C(=O)CSc1nn(-c2ccc(Cl)cc2)c(=S)s1)C1CCS(=O)(=O)C1 (stereo not given)
 : 0%	-7%	-10%	?	-3%	8.3µM*
5) CC(=O)c1cccc(NC(=O)c2sc3nc4n(c(=O)c3c2C)CCCC4)c1
 : 0%	0%	-29%	?	-3%	12%
6) COc1cccc(CNC(=O)CCSCc2ccccc2F)c1
 : -8%	-2%	15%	?	-4%	-9%
7) CCN(CC(=O)Nc1ccccc1C(F)(F)F)C(=O)CCSc1ccc(F)cc1
 : .	-4%	6%	7%	-8%	8%
8) O=C(CCN1CCCCC1)N=Nc1c(O)[nH]c2ccccc12
 : -1%	2%	-14%	?	11µM*	?
9) CCN(C(=O)Cn1c(=O)oc2cc(S(=O)(=O)N3CCCC3)ccc21)c1ccc(OC)cc1
 : -5%	-2%	-8%	0%	9%	?
10) CCc1ccc(/C=N/n2c(COc3ccccc3)n[nH]c2=S)cc1
 : 4%	-43%	-7%	6%	-10%	8%

Single records, from the list above:
Record of CCN(C(=O)Cn1c(=O)oc2cc(S(=O)(=O)N3CCCC3)ccc21)c1ccc(OC)cc1 = LmPK inh = -5%; Tb PYK inh = -2%; HCV inh = -8%; Pf growth 96h = 0%; Sm TGR inh = 9%; Pf growth 48h = ?
Record of CC(=O)c1cccc(NC(=O)c2sc3nc4n(c(=O)c3c2C)CCCC4)c1 = LmPK inh = 0%; Tb PYK inh = 0%; HCV inh = -29%; Pf growth 96h = ?; Sm TGR inh = -3%; Pf growth 48h = 12%
Record of COc1ccccc1N1CCN(C(CNC(=O)c2ccc3c(c2)OCO3)c2cccnc2)CC1 (stereo not given) = LmPK inh = 0%; Tb PYK inh = 3%; HCV inh = 11µM*; Pf growth 96h = 150%[activator]; Sm TGR inh = -23%; Pf growth 48h = ?

Other results
Every second line gives: LmPK inh	Tb PYK inh	HCV inh	Pf growth 96h	Sm TGR inh	Pf growth 48h
11) CCCOCCc1nnc(N)s1
 : -5%	1%	6%	12%	10%	4%
12) O=C(O)[C@H]1C[C@@H](CP(=O)(O)O)CCN1
 : .	5%	.	1%	.	-5%
13) CCCC(=O)Nc1ccc(Cc2ccc(NC(=O)CCC)c(C(=O)O)c2)cc1C(=O)O
 : 7%	-2%	9%	-149%[1.15 µM]	.	1%
14) CCc1cc2cc(C)ccc2nc1SCC(=O)Nc1cc(C)on1
 : -2%	-5%	?	3%	-6%	?
15) COC(=O)CNC(=O)c1cccc(Cl)c1
 : -1%	3%	11%	?	-2%	9%
16) OCCC1CN(CC2CCCCC2)CCN1C1CCCC1 (stereo not given)
 : 6%	-3%	-9%	-14%	2%	1%
17) COc1ccc(OC)c(NC(=O)COC(=O)c2cc3c(s2)CCC3)c1
 : 0%	1%	-14%	2%	.	8%
18) CC1(c2ccccc2)CC(C)(C)N2C(=O)/C(=C3\SC(=S)NC3=O)c3cccc1c32 (stereo not given)
 : -26%	-15%	6%	-18%	-2%	-5%
19) Cn1c(=O)c(=O)n(C)c2cc(S(=O)(=O)NCCOc3ccccc3)ccc21
 : -2%	1%	2%	11%	7%	-2%
20) CC(Cc1ccccc1)C(=O)Nc1ccc(Br)cc1 (stereo not given)
 : 0%	-5%	-7%	3%	12%	-21%

(further entries)
Every second line gives: LmPK inh	Tb PYK inh	HCV inh	Pf growth 96h	Sm TGR inh	Pf growth 48h
21) O=C(NCC1CCCO1)c1ccc(-c2cccc(C(F)(F)F)c2)o1 (stereo not given)
 : 2%	-2%	2%	-20%	-33%	-6%
22) O=C(c1ccc([N+](=O)[O-])cc1)N(Cc1ccc(Cl)cc1Cl)N1C(=O)CCCC1=O
 : -1%	0%	4%	.	3%	-3%
23) O=C(CSC1=NCCS1)NC1CCCC1
 : -1%	1%	18%	14%	-34%	25%
24) C=CCOc1ccc2c(CC)cc(=O)oc2c1C
 : -1%	-2%	?	?	-11%	28%
25) CCOC(=O)C(CC)/C(C)=N\NC(=O)c1ccccc1O (stereo not given)
 : -7%	-5%	11%	31%[activator]	4%	-18%
26) CCOC(=O)c1nn(-c2ccccc2)c(=O)c2c(NC(C)=O)scc12
 : 8%[11.5 µM]	2%	-5%	22%	11%	35%[activator]
27) CCC(CO)NCc1ccc(OCC(=O)Nc2cccc(C(F)(F)F)c2)c(OC)c1 (stereo not given)
 : -8%	0%	?	-20%	2%	-1%
28) C=CCNC(=O)c1cc(C(=O)C(C)c2ncc(C(F)(F)F)cc2Cl)c[nH]1 (stereo not given)
 : -6%	-4%	7%	-26%	34%	0%
29) Cc1[nH]n(-c2ccc(F)cc2)c(=O)c1/C=N/c1sc2c(c1C#N)CCCC2
 : -19%	4%	-4%	250%[activator]	-29%	62%[activator]
30) O=C(NCC12CC3CC(CC(C3)C1)C2)c1nc2ncccn2n1
 : -2%	-15%	10%	-19%	-28%	-24%

Additional structures follow:
Every second line gives: LmPK inh	Tb PYK inh	HCV inh	Pf growth 96h	Sm TGR inh	Pf growth 48h
31) CCc1cccc(CC)c1-n1c(SCC(=O)c2c(N)n(C)c(=O)n(C)c2=O)nnc1-c1cccnc1
 : 0%	12%	8%	44%[activator]	-7%	3%
32) CCCC(=O)Nc1nc(C)c(-c2csc(Nc3ccc(Cl)cc3)n2)s1
 : -2%	-2%	-4%	?	1%	0.83µM*
33) CC1Cc2nc(SCC(=O)N3CCCC3)n(C)c(=O)c2S1 (stereo not given)
 : 1%	-23%	3%	-11%	0%	?
34) O=C(COc1cc2oc(=O)cc(-c3ccccc3)c2cc1Cl)NC(Cc1c[nH]c2ccc(O)cc12)C(=O)O (stereo not given)
 : 9%	3%	2%	-13%	-30%	50%[activator]
35) COc1ccccc1NC(=O)N1CCN(C)CC1
 : 3%	12%	9%	1%	0%	19%
36) CCOc1cc(/C=N\NC(=O)CN2CCOCC2)ccc1OCc1ccc(F)cc1
 : 2%	4%	2%	12µM*	4%	9.3µM*
37) CCSC(=Nc1ccccc1)C1=C(O)COC1=O
 : 6%	2%	18%	-3%	-14%	-2%
38) COC(=O)C1=C(C(=O)OC)SC2(S1)C(C(=O)OC)=C(C(=O)OC)SC1=C2c2cc(C)cc(C)c2NC1(C)C
 : -1%	4%	15%	?	3%	5.9µM*
39) COc1cccc(CNC(=O)CCC2CCCN(c3cc(C)nc(N)n3)C2)c1 (stereo not given)
 : 16%	8%	-1%	-8%	9%	?
40) COc1ccc(COCC(O)CN2CC(C)OC(C)C2)cc1OC (stereo not given)
 : 5%	-6%	13%	.	-12%	19%

Brought forward from above: 2 entries, then new ones.
Every second line gives: LmPK inh	Tb PYK inh	HCV inh	Pf growth 96h	Sm TGR inh	Pf growth 48h
39) COc1cccc(CNC(=O)CCC2CCCN(c3cc(C)nc(N)n3)C2)c1 (stereo not given)
 : 16%	8%	-1%	-8%	9%	?
40) COc1ccc(COCC(O)CN2CC(C)OC(C)C2)cc1OC (stereo not given)
 : 5%	-6%	13%	.	-12%	19%
41) c1cncc(Cc2cc3ccccc3[nH]2)c1
 : -1%	14%	11%	-5%	-21%	11%
42) CCCCCCSc1nc(O)c(C2OC(=O)c3c2ccc(OC)c3OC)c(=O)n1-c1ccccc1 (stereo not given)
 : 2%	-20%	34%[activator]	-24%	13µM*	.
43) Cc1ccc(CN2CCN(Cc3ccc(-n4cccn4)cc3C)CC2CCO)cc1 (stereo not given)
 : -5%	29%	-25%	25%	-3%	10µM*
44) CCOC(=O)Cc1csc(NC(=O)Cc2ccc(Cl)cc2)n1
 : 2%	3%	?	-8%	6%	-15%
45) O=c1[nH]c(CN2CCCCC2)nc2ccccc12
 : -1%	2%	12%	35%[activator]	-5%	26%
46) O=C(O)CCc1ccc(-c2ccc(Cl)cc2)n1NC(=O)c1ccc(O)cc1
 : 5%	-15%	8%	14%	-30%	16%
47) Cc1cc(S(=O)(=O)n2[nH]c(=O)c(CCO)c2C)c(Cl)cc1Cl
 : -6%	-7%	-6%	0%	-8%	3%
48) Cc1ccc2cc(CN(Cc3nnnn3Cc3ccco3)CC3CCCO3)c(=O)[nH]c2c1C (stereo not given)
 : 11%	-13%	-18%	-26%	18µM*	?
49) CC1(C)OC(=O)N(CC(=O)Nc2cccc(C(F)(F)F)c2)C1(C)O (stereo not given)
 : 2%	2%	6%	-2%	14%	5%
50) CNC(=O)c1ccc2snnc2c1
 : 8%	0%	14%	-2%	0%	.

(cont.)
Every second line gives: LmPK inh	Tb PYK inh	HCV inh	Pf growth 96h	Sm TGR inh	Pf growth 48h
51) CCCCOC(=O)NC(NCC(O)c1ccccc1)(C(F)(F)F)C(F)(F)F (stereo not given)
 : 1%	3%	-17%	1%	-4%	.
52) Cn1cccc1C(=S)N=P(C1CCCCC1)(N1CCOCC1)N1CCOCC1
 : 5%	-18%	18%	8.3µM*	-23%[11.4 µM]	.
53) CCOc1cccc(-c2c(C(=O)N/N=C(\C)c3ccncc3)nnn2-c2nonc2N)c1
 : -4%	2%	3%	?	1%	-6%
54) Oc1ccc2ccccc2c1C=Nc1ccc(Cl)cn1
 : 4%	-2%	2%	13µM*	-26%	-1%
55) CN1C(=O)/C(=C\c2ccccc2)Sc2ccc(C(=O)N3CCN(c4ccccn4)CC3)cc21
 : 2%	.	.	?	-13%	?
56) CCOc1ccc(CN2CCN(Cc3cccc4nonc34)CC2CCO)cc1 (stereo not given)
 : 0%	0%	6%	15µM*	0%	17%
57) O=C1CCN(CCc2ccccc2)CCN1CCO
 : -3%	-4%	9%	-4%	-1%	7%
58) Cc1cnc(NC(=O)c2ccc3c(c2)C(=O)N(Cc2ccco2)C3=O)s1
 : 3%	-4%	21%	?	-5%	0%
59) CCc1cccc(C)c1NC(=O)COC(=O)c1ccc2c(c1)S(=O)(=O)c1ccccc1C2=O
 : 0%	4%	13%	23%	-15%	-15%
60) COc1ccccc1NC(=O)c1ccc(NC(=O)COC(=O)C2CCCCC2)cc1
 : 0%	1%	-2%	-19%	-19%	5%

Further entries
Every second line gives: LmPK inh	Tb PYK inh	HCV inh	Pf growth 96h	Sm TGR inh	Pf growth 48h
61) COCCN(C(=O)CCC(=O)Nc1nccs1)C(C(=O)NCCC(C)C)c1ccc(F)cc1 (stereo not given)
 : -7%	4%	11%	20%	5%	-4%
62) O=C(COc1ccc(Br)cc1)OCc1nnc(-c2ccccc2)o1
 : 5%	-9%	7%	-3%	4%	23%
63) Cc1cccc(NC(=S)N/C(=N/S(=O)(=O)c2ccccc2)c2ccccc2)c1
 : 3%	6%&-12%	?	.	?	78%[activator]
64) O=c1c(Cc2ccc(F)cc2)c(O)ccn1Cc1ccco1
 : 2%	-20%	-22%	33%[activator]	-20%	-7%
65) O=C(CCN1C(=O)S/C(=C/c2ccccc2)C1=O)Nc1ccc(O)c(C(=O)O)c1
 : 12%	-4%	11%	?	-12%	-11%
66) COc1ccc(CNC(=O)C2CC(c3cccc([N+](=O)[O-])c3)=NO2)cc1 (stereo not given)
 : -1%	4%	?	131%[activator]	-19%	78%[activator]
67) CCCCCOc1ccc(C)cc1CN(CCCl)CCCl
 : -1%	0%	?	?	11µM*	?
68) Cc1ccc(C(O)(CCN2CCCCC2)c2ccccc2)cc1 (stereo not given)
 : -4%	-3%	?	10%	11µM*	-16%
